Assay outcomes: PubChem BioAssay, National Center for Advancing Translational Sciences (NCATS)
Pf Dd2 growth = qHTS Primary assay for Inhibitors of Plasmodium falciparum Dd2 growth in vitro; P. falciparum Dd2 growth, SYBR Green, 72 h; Potency, µM (doses to about 28.9 µM), for the others: at the top dose activity, negative = inhibition, hits mostly inhibitors; actives 4.3% (n = 120,000); active = well fitted inhibition curve with a large enough effect; inconclusive = small, poorly fitted or top-dose-only effect; inactive = no such curve, though single readings can be large or run the other way;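 note: plate controls were DMSO vehicle for no effect and reference drug for full effect; nearly all actives have a fitted effect of over 65% in size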
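Infected erythrocytes (Dd2, 0.3% parasitemia, 2.5% hematocrit final) are added to compound in RPMI-1640/Albumax II medium, grown 72 h at 37C in low oxygen, then lysed with saponin/Triton-X containing SYBR Green and read by fluorescence.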
Active calls of the source: *; i = inactive; ? = inconclusive; & = joins results of further samples; [ ] = remark or other dose. Potency is the fitted concentration of half-maximal effect.

SMILES | Pf Dd2 growth
CCCOc1ccc(OC(=O)c2sc3ncn(Cc4cccc(F)c4)c(=O)c3c2C)cc1 | 23%
COc1ccc(CCC(=O)NC2CC(=O)N(c3ccc(C)cc3)C2)cc1 (stereo not drawn) | i
Cc1cccc(NC(=O)c2sc3nc(-c4cc5ccc(O)cc5oc4=O)[nH]c(=O)c3c2C)c1 | 5%
COc1ccc(C(=O)N[C@@H]2CCC[C@@H]2C(=O)NC2CCCC2)cc1 | 11%
CCc1nn(CCCC(=O)NCc2ccc(C)cc2)c(=O)c2cc3occc3n12 | 22%
CCOC(=O)c1ccccc1NC(=O)N1CCC(CN2CCCCC2)CC1 | ?
COc1ccc(NS(=O)(=O)c2ccc3[nH]c(=O)ccc3c2)cc1OC | -4%
c1ccc(-c2cc(Cn3cc(-c4cncnc4)nn3)on2)nc1 | -1%
COCC(=O)N1CCN2C(=O)N(C3CCCCC3)C[C@H]2C1 | 19%[44.1 µM]
Cn1cccc1CN1CCCC2(CC(c3cccnc3)=NO2)C1 (stereo not drawn) | ?
CC(C)C[C@H]1NC(=O)[C@@H]2C[C@@H](NC(=O)CS(=O)(=O)c3ccccc3)CCN2C1=O | ?
CC1=C(C(=O)OC(C)C)C(c2ccccc2Cl)CC(=O)N1Cc1c(F)cccc1F (stereo not drawn) | ?
COC1CCC12CCN(C(=O)c1ccccn1)CC2 (stereo not drawn) | 18%
O=C(C1CCC1)N1CCCC(c2noc(COc3ccccc3F)n2)C1 (stereo not drawn) | -9%
Cc1cnn(CCC(=O)N2CCc3nn(CC#N)c(=O)n3CC2)c1 | 2%
CCNC(=O)Nc1ccc([C@@H](O)[C@H]2COCC(=O)N2Cc2ccccc2)cc1 | 16%[44.1 µM]
c1cnc2nc(C3CCN(C4CCCCC4)C3)[nH]c2c1 (stereo not drawn) | ?
O=C(Cc1ccc(OC(F)(F)F)cc1)Nc1cccn2nc(C3CC3)nc12 | -19%
O=C(NCc1ccc(F)cc1)[C@H]1CN2CC[C@H]1C[C@@H]2Cn1cc(CC2CCCCC2)nn1 | i
COc1cncc(CN2CC[C@@H]3OCC(=O)N(Cc4ccccc4)[C@H]3CC2)c1 | -9%[44.1 µM]
COc1cc(NC(=O)N[C@H]2CO[C@H]3[C@@H]2OC[C@@H]3Nc2nccc(-c3cccs3)n2)cc(OC)c1 | i
COC(=O)c1ccc2nc(C[C@@H]3C[C@@H](C(C)C)[C@H](CN(C)C)C=C3C)[nH]c2c1 | 13µM*
O=C(CC1=CCNCC1)N(Cc1ccccn1)CC1CCCO1 (stereo not drawn) | -19%
CCOc1ccc(CNC(=O)c2cnc(SC)nc2CC)cc1 | i[5.79 µM]
COc1ccc(-c2nc(CC3CCN(C(=O)c4ccnn4C)C3)no2)cc1 (stereo not drawn) | ?

Filtered by structure: the compounds so far with a thiophene ring, fused or not (3)
SMILES | Pf Dd2 growth
CCCOc1ccc(OC(=O)c2sc3ncn(Cc4cccc(F)c4)c(=O)c3c2C)cc1 | 23%
Cc1cccc(NC(=O)c2sc3nc(-c4cc5ccc(O)cc5oc4=O)[nH]c(=O)c3c2C)c1 | 5%
COc1cc(NC(=O)N[C@H]2CO[C@H]3[C@@H]2OC[C@@H]3Nc2nccc(-c3cccs3)n2)cc(OC)c1 | i

Remaining list, next part.
SMILES | Pf Dd2 growth
CC(C)c1nc2c(c(-c3ccc(Cl)cc3)n1)CCN(Cc1ccc(C#N)cc1)CC2 | ?
CCOC(=O)c1c(C)[nH]c(CCC(=O)Nc2cc(C)ccc2OC)c1C | ?
CN1CCC(N2CCC[C@@H](O)[C@H](NC(=O)c3ccc(OCc4ccccc4)cc3)C2)CC1 | ?
CN(Cc1ccccc1)Cc1cc(CC2(NCc3cccnc3)COC2)no1 | -5%[44.1 µM]
COc1ccc(OC)c(NC(=O)c2cnc(N3CCCC3)nc2C)c1 | 26%
O=C(NCc1cccnc1)c1nc(-c2cccc(F)c2)c2cnccn12 | ?
CCN(C(=O)Cn1nc(Cc2ccncc2)c2ccccc2c1=O)c1ccc(OC)cc1 | ?
O=C1CC(c2ccccc2)N(C(=O)CNC(=O)C2CCC2)CCCCCCN1 (stereo not drawn) | 23%
COCCc1nncn1C1CCN(S(=O)(=O)c2ccc(F)cc2)CC1 | 13%
O=C(Cn1nc2n(c1=O)CCCC2)Nc1ccc(Br)cc1 | -19%
CNc1cc(C)nc(N2C[C@H](NC(=O)C3CCOCC3)[C@@H](C3CC3)C2)n1 | -4%
CCCC(=O)Nc1ccccc1OCc1cc(=O)n2cc(C)ccc2n1 | 0%
CCOc1cc(-c2nccn2CCNc2cccnc2)ccc1O | -12%
CCOc1ccccc1C(=O)N1CCCN(C(=O)C2CC2)c2ccccc21 | i
Cn1ccnc1C(=O)N1CC(c2noc(C3CCCN3CC3CC3)n2)C1 (stereo not drawn) | -17%
O=C(C1CCC1)N1CCNc2cnc(Nc3ccccc3)nc2C1 | 10%[44.1 µM]
Cc1nc(CN2CCOc3c(O)cc(-c4nc5ccccc5s4)cc3C2)no1 | -25%
O=C(c1ccc2nccn2c1)N1CCOCC1 | 8%&16%[44.1 µM]
COCC(=O)N[C@H]1CCN(C(=O)COC)[C@H](C(=O)N[C@H](Cc2c[nH]c3ccccc23)C(N)=O)C1 | -1%
CC1CCN(S(=O)(=O)c2ccc3nc(NCc4ccc(F)cc4)ccc3c2)CC1 | ?
CNC(=O)[C@@H]1C[C@H](n2cc(C(C)(C)NC(=O)c3ccccc3OC)nn2)CN1 | 7%
Cc1cccc(OCC(=O)Nc2c(C(=O)N3CCN(c4ccccc4F)CC3)oc3ccccc23)c1 | -20%
COc1ccc(CC(=O)N2C[C@@H](C(=O)O)[C@H](c3ccccc3)C2)c(OC)c1 | -2%
O=C1NC2(CCN(C(=O)c3ccc(F)cc3)CC2)Oc2ccccc21 | -15%[44.1 µM]
COc1ccc2c(c1)nc1n2[C@@H](CNCc2ccccc2)COC1 | ?
O=C(O)c1ccc(CN2CC[C@H](c3nnc(-c4cccnc4)o3)C2)cc1 | -5%[44.1 µM]
COc1cc(NC(=O)c2c(OC)cc(=O)n3c2CCCC3)cc(OC)c1 | 61%[activator]
Cc1noc(C)c1CCC(=O)NCc1cccnc1N1CCOCC1 | -5%
Oc1ccccc1-c1cc(-c2cccnc2)c2cncn2c1 | 0.35µM*
O=C(Cc1ccc(Cl)cc1)N1CCC([C@@H]2CNC[C@H]2CO)CC1 | -2%
COCc1nnc2n1CCC(NC(=O)COc1ccc(Cl)cc1C)CC2 (stereo not drawn) | i
Cc1ccc(CNC(=O)c2ccc3c(O)c(S(=O)(=O)c4ccc(Cl)cc4)c(=O)[nH]c3c2)cc1 | 47%[activator][5.79 µM]
COc1cc2nc(NC(=O)c3ccc(S(=O)(=O)N4CCCC4)cc3)sc2cc1OC | 9%
COc1ccc(CNC(=O)O[C@H]2COCCN(c3nc4ccccc4o3)C2)cc1 | -24%[44.1 µM]
O=C(NCc1nnc2n1C(C(=O)N1CCCC1)CC2)Nc1cccnc1 (stereo not drawn) | 19%
CCCn1cnc2c1CN(C(=O)c1ccc(F)cc1)[C@H](C(=O)OC)C2 | -3%[44.1 µM]
COCC(=O)N1CCC(c2nn(-c3ccc(OC)cc3)c(=O)[nH]2)CC1 | -18%
CC(c1ccon1)N(C)Cc1cnc(S(=O)(=O)C(C)C)n1Cc1ccccc1F (stereo not drawn) | -5%
COc1ccc(NC(=O)c2cccc3c2CCN3C(=O)c2ccc(F)cc2)cc1OC | ?
O=c1n(-c2ccc(C(F)(F)F)cc2)nc2n1CCN(Cc1ccc(C(F)(F)F)cc1)C2 | ?
COc1ccc(C)cc1NC(=O)CN1C(=O)COc2ccc(S(=O)(=O)NC3CCCC3)cc21 | 21%
O[C@@H]1C[C@@H](c2nc(-c3ccccn3)no2)N(Cc2cccs2)C1 | ?
CN1CCCN(C(=O)C2CCCC2)c2ccccc21 | ?
CC(=O)c1cccc(NC(=O)C2CCN(S(=O)(=O)c3ccccc3)CC2)c1 | 15%
CC(C)(C)c1ccnc(N[C@H]2CO[C@H]3[C@@H]2OC[C@@H]3NS(=O)(=O)c2cccs2)n1 | ?
CCC(=O)N(C1CCOCC1)C1CCN(Cc2ccc(SC)cc2)CC1 | ?
CNC(=O)[C@H]1C[C@H](Oc2ccccc2)CN1Cc1ccc(F)c(F)c1 | ?
CC[C@@H]1[C@@H](NC(=O)c2[nH]nc(N)c2-c2ccccc2)[C@@H]2CCO[C@H]12 | -5%
Cc1ccc(NC(=O)Cn2nc3n(c2=O)CCCC3)cc1F | i
O=C(CCC1CCN(S(=O)(=O)c2ccccc2)CC1)NCc1ccccc1 | -20%

4 records drawn at random from the list so far, as already listed:
SMILES | Pf Dd2 growth
CC(=O)c1cccc(NC(=O)C2CCN(S(=O)(=O)c3ccccc3)CC2)c1 | 15%
Oc1ccccc1-c1cc(-c2cccnc2)c2cncn2c1 | 0.35µM*
O=C(Cc1ccc(Cl)cc1)N1CCC([C@@H]2CNC[C@H]2CO)CC1 | -2%
CNC(=O)[C@H]1C[C@H](Oc2ccccc2)CN1Cc1ccc(F)c(F)c1 | ?

The list continues:
SMILES | Pf Dd2 growth
COCCN1C(=O)Cc2ccccc2C1C(=O)NCc1ccc(Cl)cc1 (stereo not drawn) | ?
CCOCCOc1cccc(C(=O)N2C[C@@H](N(C)C)[C@H](C(C)C)C2)c1 | 7%
CCOc1ccc(NC(=O)CC2C(=O)OCCN2CC)cc1 (stereo not drawn) | 78%[activator]
COc1cc(OC)c(NC(=O)c2cn(C)c(=O)c3cc(OC)c(OC)cc23)cc1Cl | 15%
CCc1ccc(S(=O)(=O)N2[C@@H]3CC[C@H]2CC(NC(=O)c2ccncc2)C3)cc1 (stereo partly drawn) | -12%
CCNC(=O)N1CCC(N2C(=O)C(OCC3CC3)C23CCCCC3)CC1 (stereo not drawn) | i
O=C(O)C[C@@H]1CCN(Cc2c[nH]c3ccccc23)C[C@@H]1CCN1C[C@@H]2C[C@H](C1)c1cccc(=O)n1C2 | i
COCCNC(=O)[C@@H]1C[C@H](Oc2ccccc2)CN1C(=O)c1cnccc1C | 7%
CCOc1ccc(NC(=O)c2oc3ccccc3c2NC(=O)C(C)(C)C)cc1 | ?
O=C(CSCc1cnn(-c2ccccc2)c1-n1cccc1)Nc1ccc(F)cc1F | 10%
c1cnc2nc(C3CCCN3)[nH]c2c1 (stereo not drawn) | -22%[44.1 µM]
Cc1onc(-c2ccccc2Cl)c1-c1nc(C2CCOC2)no1 (stereo not drawn) | -13%
CCN1CCN(C(=O)C2CCc3sc(C(=O)N4CCCCC4)cc3C2)CC1 (stereo not drawn) | -4%
COc1ccc(C2(Nc3cccc(C(=O)O)c3C)C(=O)c3ccccc3C2=O)cc1 | i
CCOC(=O)c1c(C)n(-c2ccccc2)c2ccc(OC(=O)c3ccccc3)cc12 | 2.8µM*
CCc1csc(CNC(=O)c2ccc(N(C)Cc3nonc3C)nc2)n1 | -4%
CN1CCN(c2cc(=O)c3ccnc(N4CCN(c5ccccn5)CC4)c3o2)CC1 | -14%[44.1 µM]
COCCCN1CC2(CCN(C(=O)c3cc(C(C)C)oc3C)CC2)CC1=O | 9%
COc1ccc(-c2nc3ccccc3o2)cc1NC(=O)c1cccnc1 | -16%
CCOc1ccc(NC(=O)CCn2cnc3onc(-c4ccc(F)cc4)c3c2=O)cc1 | i
COc1cccc(C(=O)Nc2nc3ccc(S(=O)(=O)N4CCCC4)cc3s2)c1 | -15%
COc1cccc(CN2CC(Oc3ccccc3C(=O)NC3CC3)C2)c1 | ?
Cc1[nH]cnc1-c1nccn1CCCOC1CCN(C)CC1 | -5%
CCOc1ccc(C(=O)c2cn(Cc3ccccc3)c3c(F)cc(F)cc3c2=O)cc1 | ?
Cc1noc([C@@H]2CN(C(=O)c3cc(C)oc3C)C[C@H]2COCC2CC2)n1 | ?
COc1ccc(CCNC(=O)Cc2c(C)c3cc4c(C)coc4cc3oc2=O)cc1OC | 9%
CCOC(=O)c1c(S(=O)(=O)N2CCC(C(=O)Nc3ccc(C)c(Cl)c3)CC2)c(C)n(C)c1C | i
CCOC(=O)c1c(C)n(-c2ccccc2)c2ccc(OC(=O)c3ccccc3NC(=O)C(C)C)cc12 | ?
COc1ccc2[nH]c3c(c2c1)CCNC31CCN(C(=O)Cc2ccncc2)CC1 | i
COc1ccc(-n2nc(C3CCCN(Cc4cccc5ccccc45)C3)[nH]c2=O)cc1 (stereo not drawn) | -18%
O=C(c1ccc2c(c1)OCO2)N1CCn2c(nnc2-c2ccncc2)C1 | 7%
Cc1cccc(NC(=O)c2sc3cccc(Cl)c3c2Cl)c1 | 4%
CC1CCCCN1C(=O)CCS(=O)(=O)c1cc2c(cc1Cl)NC(=O)CO2 (stereo not drawn) | -8%
CCOCCCNC(=O)c1[nH]c2cc(C)ccc2c1Sc1ccc(Cl)cc1 | -15%
CC(=O)Nc1ccc(CC(=O)N2CCCC(Cc3nncn3-c3ccccc3)C2)cc1 (stereo not drawn) | -10%
COCCCNC(=O)c1ccc(Cn2c(=O)c3ccccc3n(CC(=O)Nc3c(C)cccc3C)c2=O)cc1 | ?
COc1ccccc1NC(=O)C1=C(C)Nc2nc(SCc3ccccc3F)nn2C1c1ccncc1 (stereo not drawn) | -17%
CC(C)(C)C(=O)NC1(C(F)(F)F)NC(=O)N(c2ccc(F)cc2)C1=O (stereo not drawn) | 29%
CC1=NS(=O)(=O)N(C)C=C1C(=O)OCc1noc(-c2ccco2)n1 | 43%[activator]
Cc1ccc2c(C)c(C(=O)NC3CC(c4nnc(CN(C)C)n4C)C3)oc2c1 (stereo not drawn) | -8%

A portion of the library (hit frequency here may not be typical).
